AddAB inh: less growth of phage-infected E. coli with AddAB; E. coli expressing H. pylori AddAB, absorbance growth; 0.29% of 330,000 active; inhibition, % at 11.9 µM; AID 435030; in the data active means inhibition above about 12%;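 further: 0% = vehicle wells of infected cells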
MITF TRPM1 HTS: activators of MITF-driven TRPM1 promoter activity in SK-MEL-5 cells; SK-MEL-5 TRPM1-promoter luciferase, 24 h; % of positive control, neutral wells = 0; activation, % at 12.5 µM; 0.75% of 300,000 active;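 active means mean activation of at least 80% with every replicate also reaching 80%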;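 further: 0% = neutral control wells and 100% = parthenolide positive control wells; values of inactives mirror those of a sister screen read the other way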
Wnt act: activators of Wnt/beta-catenin signaling; Wnt/beta-catenin reporter cell assay, activator, plate reader; activation, % at 9.35 µM; 1.2% of 300,000 active; AID 743398; in the data active means activation above about 30%, passing the limit was not always enough;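 further: 0% = neutral control wells and 100% = positive control wells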
SR-BI uptake up: activators of SR-BI mediated HDL lipid uptake | CHO ldlA[mSR-BI] cells, DiI-HDL uptake fluorescence, 3 h; 100 = double the neutral-control signal | 0.096% of 320,000 active | activation, % at 12.5 µM;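 active means mean replicate activation of at least 60% and every replicate at or above 60%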;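 further: 0% = median plate neutral-control signal and 100% = twice that signal; values of inactives mirror those of a sister screen read the other way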
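System: LDL receptor-deficient CHO ldlA cells overexpressing murine SR-BI | Timing: 3 h uptake period with compound, 37 °C | Medium: HEPES-buffered (25 mM, pH 7.4) F12 plus 0.5% BSA | Dosing: Single-point compound dose | Signal: Bottom-read fluorescence, 550/595 nm | Read-out: Retained DiI signal reflecting DiI-HDL uptake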
phage Ecoli inh: E. coli growth loss with phage present; inhibition, % at 11.9 µM; 0.26% of 360,000 active; growth absorbance; in the data active means inhibition above about 11%
CAL PDZ FP-1: blocks peptide binding to human CAL PDZ domain; Q9HD26; 0.02% of 330,000 active; purified CAL PDZ, TMR-peptide fluorescence polarization, 1 h; AID 504414; inhibition, % at 20 µM;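 active means highest replicate inhibition of at least 40%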;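 further: plate controls were DMSO neutral control wells for no effect and unlabeled competitor peptide control wells for full effect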
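Read-out basis: mP drop reported as inhibition | Assay system: Tagged CAL PDZ protein CerCALP, purified | Benchmarks: Unlabelled peptide for full inhibition, DMSO wells as neutral | Schedule: 1 h incubation at room temperature before polarization reading | Buffer or medium: Sodium phosphate/NaCl buffer pH 7.4 with TCEP, IgG, Thesit | Doses: Single point, 20 µM | Measured by: Fluorescence polarization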
Ecoli viability: reduces bacterial viability in AddAB counter-screen. 0.27% of 330,000 active. inhibition, % at 11.9 µM. E. coli V3065 growth, OD600 absorbance, 18 h. AID 449728;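 active means inhibition above the campaign's mean inhibition across all tested compounds plus 3 SD, cut at about 9.9% in these data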;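 further: uninfected addAB+ strain grown without phage in ampicillin broth; 0% = DMSO wells and 100% = ciprofloxacin 0.95 µg/ml wells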
CAL PDZ FP-2: blocks peptide binding to the human CAL PDZ domain | purified CAL PDZ, TMR-peptide fluorescence polarization, 1 h | inhibition, % at 24.9 µM | 0.92% of 300,000 active | AID 602252;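 active means mean inhibition of at least 30% with at least half of replicates also reaching 30%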;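 further: 0% = DMSO neutral control and 100% = excess unlabeled competitor peptide PRC23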
SR-BI HDL uptake: mouse SR-BI HDL lipid transfer inhibition | 0.96% of 320,000 active | inhibition, % at 12.5 µM | Q61009 | ldlA[mSR-BI] CHO cells, DiI-HDL uptake fluorescence, 3 h;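 active means mean replicate inhibition of at least 70% and a set share of replicates each scoring 70 or more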;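 further: 0% = median of neutral control wells and 100% = median of positive control wells; values of inactives mirror those of a sister screen read the other way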
Target sequence (Q61009 whole entry, looked up): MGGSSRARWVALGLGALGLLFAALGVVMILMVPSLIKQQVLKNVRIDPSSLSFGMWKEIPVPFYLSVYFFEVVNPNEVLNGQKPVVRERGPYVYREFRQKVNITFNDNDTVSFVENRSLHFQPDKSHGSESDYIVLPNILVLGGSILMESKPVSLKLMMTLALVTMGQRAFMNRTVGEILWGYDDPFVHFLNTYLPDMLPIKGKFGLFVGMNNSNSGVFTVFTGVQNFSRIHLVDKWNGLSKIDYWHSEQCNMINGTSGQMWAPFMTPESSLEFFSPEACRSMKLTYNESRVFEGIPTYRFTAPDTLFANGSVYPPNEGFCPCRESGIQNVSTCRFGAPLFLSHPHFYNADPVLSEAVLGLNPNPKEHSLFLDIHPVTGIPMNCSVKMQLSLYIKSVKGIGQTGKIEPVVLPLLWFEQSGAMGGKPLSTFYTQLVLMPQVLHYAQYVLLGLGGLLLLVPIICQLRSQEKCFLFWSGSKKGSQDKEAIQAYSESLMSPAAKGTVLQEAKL
Tat transport: inhibitors of E. coli Tat protein transport; AID 488895; 0.036% of 340,000 active; inhibition, % at 10 µM; E. coli MC4100 TorA-mCherry Tat export, fluorescence;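 active means mean replicate inhibition at least 50% and at least half of replicates individually reaching 50%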;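 further: exported cargo escapes ClpAP degradation while cytoplasmic cargo is degraded and loses fluorescence; 0% = median of neutral control wells and 100% = median of NaSCN control wells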
* marks the source's active call; other numbers are inactive results; . = not tested or not shown.

SMILES	AddAB inh	MITF TRPM1 HTS	Wnt act	SR-BI uptake up	phage Ecoli inh	CAL PDZ FP-1	Ecoli viability	CAL PDZ FP-2	SR-BI HDL uptake	Tat transport
C=CCOC(=O)C1=C[C@@H](c2ccc3c(c2)OCO3)C[C@@H](OCc2ccc(CO)cc2)O1	2.4	.	9	11	1.6	0.9	0.3	-3	-11	-1
Cc1csc(NC(=O)/C=C/c2ccc3c(c2)OCO3)n1	2.4	80	4	-30	2.0	-2.7	3.0	2	30	-10
O=C(COC(=O)Cc1ccc(S(=O)(=O)N2CCOCC2)s1)Nc1ccc2c(c1)OCO2	2.7	11	-6	0	3.6	.	0.4	-5	0	6
CCN(Cc1ccccc1)C1CCN(Cc2ccc(SC)cc2)CC1	1.4	5	-2	-27	-0.9	0.3	-0.2	-4	27	-11
COc1cc(/C=C2\SC(=O)N(CCNC(=O)c3cnc(C)cn3)C2=O)cc(OC)c1OC	0.7	2	1	.	-2.5	-1.7	0.7	-6	.	2
CCCC(=O)NC(=S)Nc1cccc(NC(=O)c2ccccc2Cl)c1	1.1	-13	.	-16	1.7	-1.3	0.0	-3	16	4
CCCn1nnnc1SCC(=O)N1CCCc2ccccc21	3.0	.	2	-15	2.5	-0.4	0.7	-4	15	-5
CN(C)S(=O)(=O)c1ccc(NC(=O)CN2CCc3ccccc32)cc1	4.4	-3	-4	.	2.9	-0.1	4.3	-2	.	-8
CN(C)/C=C/C(=O)c1ccc(Br)cc1	3.2	21	5	33	4.5	-4.3	-1.1	-2	-33	-10
COc1cc(NC(=S)Nc2ccccn2)cc(OC)c1	2.4	4	6	3	0.5	-1.2	-0.4	44*	-3	-8
COc1cccc(CN(C)C(=O)c2cccnc2SC)c1OC	-0.2	-10	2	26	2.2	-1.3	-1.4	-2	-26	3
COc1cc(OC)cc(C(=O)NNC(=O)CNC(=O)c2ccc(Br)o2)c1	-1.7	-20	-1	7	2.4	0.1	-0.9	-1	-7	-6
COc1cc2c(cc1OC)C[N+](C)(C)CC2	4.0	0	-1	7	4.0	-0.3	-0.3	-5	-7	-2
O=C1CCCCC1Sc1nnc(Nc2ccccc2)s1 (centres undefined)	-0.6	73	9	5	1.9	.	-0.9	-3	-5	4
CN1CCNC(=O)C1CC(=O)NCCC1=CCCCC1 (centres undefined)	-0.7	10	0	.	3.8	-0.8	-0.2	-1	.	13
CCOc1cccc(CNCc2ccncc2)c1	.	-5	-1	-11	1.7	-1.2	.	.	11	5
CC1CC(OCC(O)CN2CCN(Cc3ccccc3)CC2)CC(C)(C)C1 (centres undefined)	1.1	5	.	-28	1.4	0.5	-1.4	-1	28	1
Nc1ncnc2c1ncn2[C@@H]1O[C@H](CNC(=O)[C@@H]2CCC(=O)N2)[C@@H](O)[C@H]1O	-0.7	-5	.	4	.	0.4	-0.4	0	-4	1
COc1ccc(N(C)C(=O)c2cn(CC(C)C)c(=O)c3cc(OC)c(OC)cc23)c(OC)c1	-0.2	11	-3	10	-13	-0.8	1.0	-15	-10	8
C=C(C)C1CC=C(C)/C(=N/NC(=O)c2ccc(NC(=O)c3cccc(C)c3)cc2)C1 (centres undefined)	-1.0	0	-3	-61	1.5	-0.6	-3.7	.	61	-5
CN(Cc1cnccn1)Cc1nc(Cc2ccccc2Cl)no1	-1.6	-14	1	-2	2.2	-1.3	-0.8	-6	2	6
COc1cc(CC(=O)N(c2ccccc2)c2nc(C)cs2)cc(OC)c1OC	-0.4	-13	1	-12	-3.1	-1.7	-0.2	-1	12	13
Cc1cccc(C)c1NC(=O)CN(c1ccccn1)S(=O)(=O)c1ccccc1	0.8	-5	1	-4	6.1	-2.5	0.3	-2	4	1
Cc1nn2c(-c3ccccn3)ccnc2c1Cl	-0.2	-3	-1	5	-0.9	-0.8	-1.9	-5	-5	-10
COc1ccc(C2c3ccc4ccccc4c3Oc3ncn(CCO)c(=N)c32)cc1OC (centres undefined)	1.3	14	.	5	.	-4.7	-1.0	-2	-5	-5
C#CC1(NC(=O)NS(=O)(=O)c2ccc(C)cc2)CCCCC1	3.4	-6	2	11	1.4	-0.6	2.1	.	-11	-1
Cc1cc(C(=O)COC(=O)CCCN2C(=O)c3ccccc3C2=O)c(C)n1C	3.8	.	4	4	2.0	-0.9	0.6	-2	-4	-16
COc1ccccc1C(=O)Nc1ccc(NC(=O)c2ccco2)c(C)c1	2.5	-4	.	-45	3.3	-1.4	3.2	-1	45	2
COc1cc(NC(=O)c2nnn(Cc3ccc(SC)cc3)c2N)cc(OC)c1	1.1	33	2	-58	0.5	-0.4	-1.2	-2	58	-7
c1coc(CNc2c3c(nc4ncnn24)CCCC3)c1	3.1	-6	3	25	3.0	.	3.3	-7	-25	-3
CCN(CC)c1ccc(S(=O)(=O)N2CCOCC2)cc1NC(=O)CN1C(=O)NC2(CCCC2)C1=O	3.2	-1	1	15	-1.3	-1.4	0.0	-1	-15	-5
O=C(Nc1cc(-c2ccccc2)[nH]n1)c1ccccc1	-3.4	.	43*	-4	-3.9	-0.1	0.7	-3	4	-3
O=C(O)CCc1ccc(NCc2cccc(Oc3ccccc3)c2)cc1	1.3	-10	5	-12	0.8	-0.4	-3.0	-1	12	5
Cc1cccc(NC(=S)/N=C(\N)Nc2nc(C)c3ccc(C)cc3n2)c1	0.5	-26	.	-47	3.3	-1.0	0.9	-1	47	-5
CCC(CO)Oc1cc(NCc2cccc(OC)c2)c2ncn(C(C)C)c2c1 (centres undefined)	-0.2	2	-3	-20	4.9	-0.1	-4.5	-3	20	2
Cc1cccc(C(=O)OCC(=O)N(CC(C)C)c2c(N)n(Cc3ccccc3)c(=O)[nH]c2=O)c1C	.	-9	0	-38	1.6	-2.7	.	-3	38	0

Rewritten bar-delimited: entries from further up
SMILES | AddAB inh | MITF TRPM1 HTS | Wnt act | SR-BI uptake up | phage Ecoli inh | CAL PDZ FP-1 | Ecoli viability | CAL PDZ FP-2 | SR-BI HDL uptake | Tat transport
COc1ccc(C2c3ccc4ccccc4c3Oc3ncn(CCO)c(=N)c32)cc1OC (centres undefined) | 1.3 | 14 | . | 5 | . | -4.7 | -1.0 | -2 | -5 | -5
C#CC1(NC(=O)NS(=O)(=O)c2ccc(C)cc2)CCCCC1 | 3.4 | -6 | 2 | 11 | 1.4 | -0.6 | 2.1 | . | -11 | -1
Cc1cc(C(=O)COC(=O)CCCN2C(=O)c3ccccc3C2=O)c(C)n1C | 3.8 | . | 4 | 4 | 2.0 | -0.9 | 0.6 | -2 | -4 | -16
COc1ccccc1C(=O)Nc1ccc(NC(=O)c2ccco2)c(C)c1 | 2.5 | -4 | . | -45 | 3.3 | -1.4 | 3.2 | -1 | 45 | 2
COc1cc(NC(=O)c2nnn(Cc3ccc(SC)cc3)c2N)cc(OC)c1 | 1.1 | 33 | 2 | -58 | 0.5 | -0.4 | -1.2 | -2 | 58 | -7
c1coc(CNc2c3c(nc4ncnn24)CCCC3)c1 | 3.1 | -6 | 3 | 25 | 3.0 | . | 3.3 | -7 | -25 | -3
CCN(CC)c1ccc(S(=O)(=O)N2CCOCC2)cc1NC(=O)CN1C(=O)NC2(CCCC2)C1=O | 3.2 | -1 | 1 | 15 | -1.3 | -1.4 | 0.0 | -1 | -15 | -5
O=C(Nc1cc(-c2ccccc2)[nH]n1)c1ccccc1 | -3.4 | . | 43* | -4 | -3.9 | -0.1 | 0.7 | -3 | 4 | -3
O=C(O)CCc1ccc(NCc2cccc(Oc3ccccc3)c2)cc1 | 1.3 | -10 | 5 | -12 | 0.8 | -0.4 | -3.0 | -1 | 12 | 5
Cc1cccc(NC(=S)/N=C(\N)Nc2nc(C)c3ccc(C)cc3n2)c1 | 0.5 | -26 | . | -47 | 3.3 | -1.0 | 0.9 | -1 | 47 | -5
CCC(CO)Oc1cc(NCc2cccc(OC)c2)c2ncn(C(C)C)c2c1 (centres undefined) | -0.2 | 2 | -3 | -20 | 4.9 | -0.1 | -4.5 | -3 | 20 | 2
Cc1cccc(C(=O)OCC(=O)N(CC(C)C)c2c(N)n(Cc3ccccc3)c(=O)[nH]c2=O)c1C | . | -9 | 0 | -38 | 1.6 | -2.7 | . | -3 | 38 | 0

New compounds follow:
SMILES	AddAB inh	MITF TRPM1 HTS	Wnt act	SR-BI uptake up	phage Ecoli inh	CAL PDZ FP-1	Ecoli viability	CAL PDZ FP-2	SR-BI HDL uptake	Tat transport
O=C(c1cccnc1)C1Cc2ccccc2C1=O (centres undefined)	-1.1	-4	2	3	-1.8	-1.3	-2.9	-9	-3	2
O=C(CCNC(=O)N1CCn2c1nc1ccccc12)NCc1ccc(F)cc1	2.2	7	0	9	1.8	-0.1	0.3	.	-9	-4
CC(C)C[C@@H](CNCC(=O)[C@H](C)NC(=O)c1[nH]cnc1C(=O)N[C@@H](C)CN)NC(=O)c1nc[nH]c1C(=O)N[C@@H](C)C(=O)O	.	-1	-2	33	2.3	-1.2	.	-2	-33	-5
O=[N+]([O-])c1c(NCCCO)cc(SCc2ccco2)c2nonc12	0.5	-6	2	16	4.1	2.3	-0.1	0	-16	-2
O=C(OCC(=O)N1CCC(Cc2ccccc2)CC1)c1ccc[nH]c1=O	-1.9	3	.	18	3.1	-1.2	-0.3	-3	-18	-5
O=C(c1ccccc1)c1c(O)nc(-c2ccccc2)n(-c2ccccc2)c1=O	5.2	2	-1	-11	4.3	-0.2	1.8	3	11	-10
Cc1c(NC(=S)NC(=O)c2ccccc2)c(=O)n(-c2ccccc2)n1C	1.7	-10	5	9	1.5	1.4	-0.5	-3	-9	-8
CNc1nc(C)c([N+](=O)[O-])c(Nc2ccc(OC)cc2)n1	.	3	10	-8	-0.7	-1.7	.	.	8	-6
CCOc1ccc(N/C(N)=N/c2nc(C)c(C)c(=O)[nH]2)cc1	0.7	-2	2	2	2.4	.	-0.2	42*	-2	-6
CN1CCN(C(=O)C2(NC(=O)NCc3ccccc3)CCCCC2)CC1	3.2	2	.	13	1.0	0.4	0.8	0	-13	-4
COCCn1nnnc1CN(CCc1ccccc1)Cc1cc2cc(OC)ccc2[nH]c1=O	-0.3	3	.	22	1.3	-2.3	0.7	.	-22	-2
COCCCNC(=O)N1c2ccccc2Sc2ccccc21	-0.9	.	0	8	-0.1	-0.4	-1.0	0	-8	-2
CC1CC(=O)Nc2ccccc2N1C(=O)CN1CCN(C=O)CC1 (centres undefined)	1.1	0	-3	35	-1.2	-2.7	0.9	-4	-35	5
CCn1nnnc1SCC(=O)N1N=C(c2cccs2)CC1c1cccs1 (centres undefined)	.	10	6	-9	1.5	-2.7	.	-7	9	2
O=C(CC1C(=O)NCCN1CC1CCCCC1)NCc1cc(F)ccc1F (centres undefined)	-1.6	-1	-1	11	4.4	.	-0.5	0	-11	-4

Source: PubChem BioAssay
